Screening data as filed in PubChem.
Bfl-1 Bim block – human Bim-Bfl-1 interaction inhibition; Q16548; inhibition, % at 10 µM; Bead-based flow cytometry, Bim-Bfl-1 binding inhibition; 0.12% of 190,000 active;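 also: 0% = wells without compound plus tracer and 100% = blocker peptide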
RGS4-Gao reg – modulates binding of RGS4 to human Galphao; 0.33% of 220,000 active; Multiplexed bead flow cytometry; actives lie on both sides; AID 1415; binding response (% of control), % at 10 µM; in the data active = binding response below about 49% or above about 150%; inactive = in between;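 also: fluorescent Galphao activated with aluminum fluoride binding bead-coupled RGS4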
Target sequence (P09471 whole entry, looked up): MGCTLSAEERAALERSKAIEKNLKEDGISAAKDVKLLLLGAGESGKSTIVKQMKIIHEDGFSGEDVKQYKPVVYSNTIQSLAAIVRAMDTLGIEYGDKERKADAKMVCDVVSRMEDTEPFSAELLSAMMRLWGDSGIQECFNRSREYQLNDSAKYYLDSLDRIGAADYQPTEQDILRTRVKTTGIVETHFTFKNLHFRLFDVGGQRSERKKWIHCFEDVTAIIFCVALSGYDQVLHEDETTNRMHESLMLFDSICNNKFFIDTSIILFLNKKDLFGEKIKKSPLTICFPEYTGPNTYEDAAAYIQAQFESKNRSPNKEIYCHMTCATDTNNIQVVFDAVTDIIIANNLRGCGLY
Bcl-XL Bim block – inhibitors of Bim-Bcl-XL interaction, human; Q07817; Bim peptide-Bcl-XL binding, bead flow cytometry, fluorescence; inhibition, % at 10 µM; 0.04% of 190,000 active; AID 1007
RGS8-Gao reg – human RGS8-Galphao interaction regulation. P09471. multiplexed bead flow cytometry, RGS8-Galphao binding; actives lie on both sides. response (percent of control binding), % at 10 µM. 0.34% of 220,000 active; in the data active = response below about 60% or above about 140%; inactive = in between;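 also: Galphao activated as the GDP aluminium fluoride complex binding bead-coupled RGS8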
Bim-Bcl-B – disrupts Bim peptide binding to human Bcl-B; bead-based flow cytometry; inhibition, % at 10 µM; 0.073% of 190,000 active;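 also: 0% = tracer peptide without compound and 100% = reference inhibitor peptide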
Target sequence (Q9HD36 whole entry, looked up): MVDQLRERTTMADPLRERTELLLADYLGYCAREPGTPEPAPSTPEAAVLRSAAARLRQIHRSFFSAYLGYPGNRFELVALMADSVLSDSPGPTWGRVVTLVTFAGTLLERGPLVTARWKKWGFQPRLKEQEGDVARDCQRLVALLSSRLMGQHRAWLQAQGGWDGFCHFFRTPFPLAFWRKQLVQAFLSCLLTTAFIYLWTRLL
GSH bead fluor – GSH bead compound fluorescence profile; GSH beads flow cytometry, compound fluorescence 488/530 nm; stronger effect = higher value; fluorescence (KMESF) at 10 µM; 0.25% of 190,000 active; AID 1776; in the data active = fluorescence above about 89;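 also: glutathione beads carrying GST-tagged Bcl family fusion proteins plus one bare bead set; values are compound well signal with DMSO vehicle wells as background; inactives centre near 16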
Bim-Bcl-2 – disrupts Bim peptide binding to human Bcl-2 | P10415 | Bead-based flow cytometry, Bim peptide-Bcl-2 binding | inhibition, % at 10 µM | 0.06% of 190,000 active | AID 950; in the data active = inhibition above about 40%; inconclusive = no clear call, values can overlap the other calls;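 also: 0% = no compound wells with probe peptide and 100% = reference peptide inhibitor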
Target sequence (P10415 whole entry, looked up): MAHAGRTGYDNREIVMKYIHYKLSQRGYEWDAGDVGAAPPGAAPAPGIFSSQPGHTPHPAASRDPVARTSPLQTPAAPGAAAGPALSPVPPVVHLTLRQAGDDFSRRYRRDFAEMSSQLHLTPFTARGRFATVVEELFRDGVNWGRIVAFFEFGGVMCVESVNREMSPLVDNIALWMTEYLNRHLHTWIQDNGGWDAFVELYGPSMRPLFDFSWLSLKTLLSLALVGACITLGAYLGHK
ABCG2 inh – human ABCG2 inhibition, ABCB1 as counter-screen; 0.1% of 190,000 active; IgMXP3 cells, JC-1 efflux, flow cytometry; Q9UNQ0; inhibition, % at 6.6 µM;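 active = inhibition above 80%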;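 also: 0% = DMSO and 100% = nicardipine control wells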
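Test system: IgMXP3 cells (ABCG2) mixed with DDAO far-red-labelled CCRF-Adr cells (ABCB1). Reagent: JC-1 transporter substrate. Compound dosing: single test compound dose, 6.6 µM final. Times: 10 min compound exposure, 25 °C. Detection: flow cytometry of retained JC-1 fluorescence. Read-out basis: efflux inhibition in percent versus controls. Controls: nicardipine and DMSO wells.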
ABCB1 block – blocks JC-1 efflux by human ABCB1 transporter; AID 1326; 0.067% of 190,000 active; CCRF-Adr cells, flow cytometry; P08183; inhibition, % at 6.6 µM; in the data active = inhibition above about 40%;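 also: 0% = vehicle and 100% = reference inhibitor; higher value means more JC-1 retained so stronger ABCB1 efflux block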
RGS7-Gao – human RGS7-Galphao interaction regulation | P09471 | binding response (% of control), % at 10 µM | 0.35% of 220,000 active | AID 1439 | Multiplexed bead flow cytometry, RGS7-Galphao binding; actives lie on both sides; in the data active = binding response below about 49% or above about 150%; inconclusive = no clear call, values can overlap the other calls; inactive = in between;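 also: fluorescent Galphao held in activated GDP-AlF4 state binding bead-coupled RGS7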
Bim-Bcl-W – human Bim-Bcl-W interaction inhibition; Q92843; bead-based flow cytometry, Bim peptide-Bcl-W binding; inhibition, % at 10 µM; 0.02% of 190,000 active; AID 952;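 also: 0% = bound tracer without compound and 100% = peptide blocker; higher means less fluorescent Bim peptide bound to Bcl-W beads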
Target sequence (Q92843 whole entry, looked up): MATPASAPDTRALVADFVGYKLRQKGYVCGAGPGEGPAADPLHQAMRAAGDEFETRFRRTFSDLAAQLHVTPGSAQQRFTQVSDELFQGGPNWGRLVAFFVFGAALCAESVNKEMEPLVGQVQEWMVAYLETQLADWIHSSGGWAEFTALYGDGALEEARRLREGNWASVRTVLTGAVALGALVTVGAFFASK
An asterisk follows results filed as active; [ ] = another dose, or the depositor's remark. Rule as the data show it, unless noted: active = inhibition above about 40%.

`Cc1cc(Cl)ccc1OCC(=O)NCC(=O)N/N=C/c1ccco1` gave Bfl-1 Bim block -6.0, RGS4-Gao reg 102.8, Bcl-XL Bim block -1.0, RGS8-Gao reg 101.8, Bim-Bcl-B -2.0, GSH bead fluor 12, Bim-Bcl-2 -3.0, ABCG2 inh 15.7, ABCB1 block -0.8, RGS7-Gao 101.5 and Bim-Bcl-W 0.0.
`Cc1nc2sc(C(N)=O)c(N)c2c(C)c1CC(=O)c1ccccc1` gave Bfl-1 Bim block 7.0, RGS4-Gao reg 93.4, Bcl-XL Bim block -7.0, RGS8-Gao reg 96.9, Bim-Bcl-B 0.0, GSH bead fluor 10, Bim-Bcl-2 6.0, ABCG2 inh 0.7, ABCB1 block 0.3, RGS7-Gao 93.6 and Bim-Bcl-W -3.0.
`O=C(CCCN1C(=O)c2cccc3cccc(c23)C1=O)N1CCN(Cc2ccc3c(c2)OCO3)CC1` gave Bfl-1 Bim block 0.0, RGS4-Gao reg 96.5, Bcl-XL Bim block -1.0, RGS8-Gao reg 101.9, Bim-Bcl-B -2.0, GSH bead fluor 17, Bim-Bcl-2 -5.0, ABCG2 inh 2.6, ABCB1 block 1.2, RGS7-Gao 95.5 and Bim-Bcl-W -1.0.
Screening COc1cccc(-c2nc3ccc(O)cc3c(=O)o2)c1 returned Bfl-1 Bim block -8.0, RGS4-Gao reg 101.7, Bcl-XL Bim block 1.0, RGS8-Gao reg 100.1, Bim-Bcl-B 0.0, GSH bead fluor 13, Bim-Bcl-2 -5.0, ABCG2 inh 0.8, ABCB1 block -0.2, RGS7-Gao 104.4 and Bim-Bcl-W 4.0.
Screening O=C(Nc1ccccc1)OC1CCC2CC1CCC2OC(=O)Nc1ccccc1 (stereo not given) returned Bfl-1 Bim block -2.0, RGS4-Gao reg 103.4, Bcl-XL Bim block -3.0, RGS8-Gao reg 108.0, Bim-Bcl-B -5.0, GSH bead fluor 6, Bim-Bcl-2 1.0, ABCG2 inh 6.9, ABCB1 block 0.7, RGS7-Gao 100.8 and Bim-Bcl-W -2.0.
`Cc1nnc(SCc2nc3ccccc3s2)n1-c1ccccc1` gave Bfl-1 Bim block -11.0, RGS4-Gao reg 104.4, Bcl-XL Bim block -3.0, RGS8-Gao reg 105.5, Bim-Bcl-B -5.0, GSH bead fluor 21, Bim-Bcl-2 -11.0, ABCG2 inh 25.0, ABCB1 block 1.0, RGS7-Gao 104.0 and Bim-Bcl-W 0.0.
For CCN(CC)S(=O)(=O)c1ccc(N=NC2=C(O)CC(C)(C)CC2=O)cc1 the results were Bfl-1 Bim block -2.0, RGS4-Gao reg 96.5, Bcl-XL Bim block -8.0, RGS8-Gao reg 95.6, Bim-Bcl-B -7.0, GSH bead fluor 5, Bim-Bcl-2 -2.0, ABCG2 inh 6.3, ABCB1 block 0.8, RGS7-Gao 98.6 and Bim-Bcl-W -5.0.
Screening C=CCn1c(-c2ccccc2OCC)n[nH]c1=S returned Bfl-1 Bim block -1.0, RGS4-Gao reg 100.0, Bcl-XL Bim block -2.0, RGS8-Gao reg 93.3, Bim-Bcl-B -2.0, GSH bead fluor 56, Bim-Bcl-2 -6.0, ABCG2 inh -2.0, ABCB1 block -1.4, RGS7-Gao 104.7 and Bim-Bcl-W -3.0.
`COc1ccc(-c2nn(-c3ccccc3)cc2/C=C\C(=O)Nc2ccc(C(=O)O)cc2)cc1` gave Bfl-1 Bim block -4.0, RGS4-Gao reg 97.0, Bcl-XL Bim block -2.0, RGS8-Gao reg 99.8, Bim-Bcl-B -1.0, GSH bead fluor 17, Bim-Bcl-2 0.0, ABCG2 inh -2.5, ABCB1 block -0.8, RGS7-Gao 100.5 and Bim-Bcl-W 2.0.
For CN(C)C(=O)N1CCCC(C(=O)NCc2cccs2)C1 (stereo not given) the results were Bfl-1 Bim block -6.0, RGS4-Gao reg 104.5, Bcl-XL Bim block 3.0, RGS8-Gao reg 101.4, Bim-Bcl-B -7.0, GSH bead fluor 29, Bim-Bcl-2 -4.0, ABCG2 inh 1.7, ABCB1 block 1.1, RGS7-Gao 101.8 and Bim-Bcl-W 1.0.

Not a retest: entries from further up.
`Cc1cc(Cl)ccc1OCC(=O)NCC(=O)N/N=C/c1ccco1` gave Bfl-1 Bim block -6.0, RGS4-Gao reg 102.8, Bcl-XL Bim block -1.0, RGS8-Gao reg 101.8, Bim-Bcl-B -2.0, GSH bead fluor 12, Bim-Bcl-2 -3.0, ABCG2 inh 15.7, ABCB1 block -0.8, RGS7-Gao 101.5 and Bim-Bcl-W 0.0.
`Cc1nc2sc(C(N)=O)c(N)c2c(C)c1CC(=O)c1ccccc1` gave Bfl-1 Bim block 7.0, RGS4-Gao reg 93.4, Bcl-XL Bim block -7.0, RGS8-Gao reg 96.9, Bim-Bcl-B 0.0, GSH bead fluor 10, Bim-Bcl-2 6.0, ABCG2 inh 0.7, ABCB1 block 0.3, RGS7-Gao 93.6 and Bim-Bcl-W -3.0.

Later entries
`O=C(COc1ncnc2ccccc12)NC(=O)NCc1ccccc1` gave Bfl-1 Bim block -5.0, RGS4-Gao reg 104.7, Bcl-XL Bim block -3.0, RGS8-Gao reg 102.5, Bim-Bcl-B -6.0, GSH bead fluor 18, Bim-Bcl-2 0.0, ABCG2 inh 0.9, ABCB1 block -0.1, RGS7-Gao 104.5 and Bim-Bcl-W -4.0.
CC1=CC(C)(C)Nc2cc(C)c(C)cc21 was read as Bfl-1 Bim block -4.0, RGS4-Gao reg 101.6, Bcl-XL Bim block -10.0, RGS8-Gao reg 101.5, Bim-Bcl-B -6.0, GSH bead fluor 11, Bim-Bcl-2 -2.0, ABCG2 inh -1.6, ABCB1 block -0.5, RGS7-Gao 104.9 and Bim-Bcl-W -1.0.
`Cc1ccc(Oc2ccc(Cl)cc2N)cc1` gave Bfl-1 Bim block -5.0, RGS4-Gao reg 98.7, Bcl-XL Bim block -1.0, RGS8-Gao reg 99.6, Bim-Bcl-B 0.0, GSH bead fluor 13, Bim-Bcl-2 1.0, ABCG2 inh -1.4, ABCB1 block -0.5, RGS7-Gao inconclusive and Bim-Bcl-W -2.0.
`COc1cc(C(=O)NCC(c2ccco2)N(C)C)cc(OC)c1OC` (stereo not given) gave Bfl-1 Bim block -1.0, RGS4-Gao reg 106.7, Bcl-XL Bim block -8.0, RGS8-Gao reg 105.2, Bim-Bcl-B -4.0, GSH bead fluor 11, Bim-Bcl-2 -5.0, ABCG2 inh 9.3, ABCB1 block 0.2, RGS7-Gao 105.5 and Bim-Bcl-W -5.0.
Cc1ccc(NC(=O)NCCCc2ccccc2)cc1 was read as Bfl-1 Bim block -2.0, RGS4-Gao reg 99.2, Bcl-XL Bim block 0.0, RGS8-Gao reg 99.8, Bim-Bcl-B -1.0, GSH bead fluor 25, Bim-Bcl-2 0.0, ABCG2 inh 2.7, ABCB1 block 0.4, RGS7-Gao 97.2 and Bim-Bcl-W 0.0.
For CCNC(=O)NNC(=O)C1CC(c2cccs2)=NO1 (stereo not given) the results were Bfl-1 Bim block -5.0, RGS4-Gao reg 99.8, Bcl-XL Bim block -2.0, RGS8-Gao reg 99.9, Bim-Bcl-B -3.0, GSH bead fluor 19, Bim-Bcl-2 -7.0, ABCG2 inh 3.2, ABCB1 block -0.3, RGS7-Gao 100.4 and Bim-Bcl-W -1.0.
Screening COc1ccc(C)cc1NC(=O)c1cnc2n(c1=O)CCS2 returned Bfl-1 Bim block -2.0, RGS4-Gao reg 100.1, Bcl-XL Bim block -7.0, RGS8-Gao reg 102.8, Bim-Bcl-B -6.0, GSH bead fluor 13, Bim-Bcl-2 -1.0, ABCG2 inh 2.7, ABCB1 block 0.4, RGS7-Gao 98.6 and Bim-Bcl-W -5.0.
Screening CCn1c(C)cc2c(c1=O)C(c1ccccc1)C(C(=O)OC)=C(N)O2 (stereo not given) returned Bfl-1 Bim block -11.0, RGS4-Gao reg 101.0, Bcl-XL Bim block -5.0, RGS8-Gao reg 102.4, Bim-Bcl-B -12.0, GSH bead fluor 38, Bim-Bcl-2 -8.0, ABCG2 inh 1.7, ABCB1 block 0.6, RGS7-Gao 103.6 and Bim-Bcl-W 0.0.
Cc1ccc(S(=O)(=O)N2CCOCC2)cc1C(=O)NCCN1C(=O)S/C(=C\c2ccccc2Cl)C1=O was read as Bfl-1 Bim block -2.0, RGS4-Gao reg 102.1, Bcl-XL Bim block -4.0, RGS8-Gao reg 101.2, Bim-Bcl-B -8.0, GSH bead fluor 6, Bim-Bcl-2 -8.0, ABCG2 inh 2.6, ABCB1 block 2.9, RGS7-Gao 100.5 and Bim-Bcl-W -3.0.
Screening CCC(=O)Nc1cccc(NC(=O)c2ccc(Br)cc2)c1 returned Bfl-1 Bim block -20.0, RGS4-Gao reg 97.5, Bcl-XL Bim block -10.0, RGS8-Gao reg 101.9, Bim-Bcl-B -10.0, GSH bead fluor 20, Bim-Bcl-2 -9.0, ABCG2 inh 3.2, ABCB1 block 0.4, RGS7-Gao 102.1 and Bim-Bcl-W -8.0.
For CCCCNC(=O)CSc1nnc(-c2ccco2)n1C the results were Bfl-1 Bim block -2.0, RGS4-Gao reg 104.7, Bcl-XL Bim block 0.0, RGS8-Gao reg 103.0, Bim-Bcl-B -2.0, GSH bead fluor 12, Bim-Bcl-2 1.0, ABCG2 inh 1.9, ABCB1 block 0.3, RGS7-Gao 101.6 and Bim-Bcl-W -1.0.
Screening O=C(c1ccc(Cn2cc(Br)cn2)o1)N1N=C(C(F)F)CC1(O)C(F)F (stereo not given) returned Bfl-1 Bim block -8.0, RGS4-Gao reg 150.4*[activator], Bcl-XL Bim block -6.0, RGS8-Gao reg 111.2, Bim-Bcl-B -3.0, GSH bead fluor 39, Bim-Bcl-2 -7.0, ABCG2 inh 1.1, ABCB1 block 0.4, RGS7-Gao 145.2 and Bim-Bcl-W 1.0.
`CC1=C(C(=O)Nc2ccccn2)C(c2ccc(F)cc2)n2ncnc2N1` (stereo not given) gave Bfl-1 Bim block 1.0, RGS4-Gao reg 96.0, Bcl-XL Bim block -1.0, RGS8-Gao reg 83.7, Bim-Bcl-B 1.0, GSH bead fluor 24, Bim-Bcl-2 0.0, ABCG2 inh -0.8, ABCB1 block -2.5, RGS7-Gao 98.2 and Bim-Bcl-W 1.0.
Screening CC1(C)SC(=S)N(NC(=O)Nc2ccccc2)C1N(O)C(=O)Nc1ccccc1 (stereo not given) returned Bfl-1 Bim block -4.0, RGS4-Gao reg 94.5, Bcl-XL Bim block -3.0, RGS8-Gao reg 95.1, Bim-Bcl-B -2.0, GSH bead fluor 11, Bim-Bcl-2 -4.0, ABCG2 inh 1.7, ABCB1 block 0.1, RGS7-Gao 97.7 and Bim-Bcl-W -2.0.
Cc1ccc(Cl)cc1N1CCN(C(=O)C(=O)N2CCCCC2)CC1 was read as Bfl-1 Bim block -6.0, RGS4-Gao reg 102.3, Bcl-XL Bim block -2.0, RGS8-Gao reg 102.5, Bim-Bcl-B -4.0, GSH bead fluor 18, Bim-Bcl-2 -7.0, ABCG2 inh 1.9, ABCB1 block -0.1, RGS7-Gao 107.1 and Bim-Bcl-W -4.0.
Screening CCOC(=O)C1CCN(c2cc(C)nc3cc(-c4cccc(F)c4)nn23)CC1 returned Bfl-1 Bim block -3.0, RGS4-Gao reg 102.1, Bcl-XL Bim block -6.0, RGS8-Gao reg 105.2, Bim-Bcl-B -7.0, GSH bead fluor 32, Bim-Bcl-2 -2.0, ABCG2 inh 7.0, ABCB1 block 1.9, RGS7-Gao 101.8 and Bim-Bcl-W -5.0.

Rows were taken by chance. Share with any hit: about 1.1%.
